# Source: PubChem BioAssay (National Center for Advancing Translational Sciences (NCATS))
# GALK inhibitor – qHTS Assay for Inhibitors of Human Galactokinase (GALK) | P51570 | Purified GALK, Kinase-Glo residual ATP luminescence | Potency, µM (series often up to 57.5 µM), without a hit: at the highest dose activity change, negative = inhibition, actives largely listed as inhibitors | hit rate 0.007% among 270,000; further: potency means the concentration at half of the fitted maximal effect; on the % scale 0 is the no-effect control and ±100 the full control effect
#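 GALK at 5 nM final was combined with compound, 35 uM ATP and 100 uM galactose in HEPES pH8.0 with MgCl2 and DTT. The reaction ran one hour at room temperature before luminescent ATP detection.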
# FBPA coupling cs – qHTS Assay for Inhibitors of Fructose-1,6-bisphosphate Aldolase from Giardia Lamblia: Coupling assay counterscreen | coupling enzyme system counterscreen, AmpLite Red fluorescence | activity change, negative = inhibition, % at 58.2 µM, hits read low | hit rate 0.67% among 290,000 | AID 2472, 2010; in the data active means activity change below about -30%; further: on the % scale 0 is the no-effect control and ±100 the full control effect
#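 Fluorescence at 525 nm excitation and 598 nm emission measured inhibition of the coupled detection system without aldolase. Compounds (at 57.5 uM final) were preincubated 10 min at room temperature with coupling enzyme reagent before a 20 min substrate/AmpLite Red step.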
# Giardia kill – Small Molecules that selectively kill Giardia lamblia: qHTS; Giardia lamblia trophozoite viability; activity change, % at 7.66 µM, hits read low; hit rate 0.15% among 340,000; AID 540267, 2011; in the data active means activity change below about -80%; inconclusive means between about -30% and that limit;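 further: parasites exposed to compound for two days anaerobically before the ATP read; on the % scale 0 is the no-effect control and ±100 the full control effect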
#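 Giardia trophozoites, 100 cells per well, were exposed to compounds for 48 hrs at 37 deg C under anaerobic conditions; viability was then read as ATP content by bioluminescence after 15-30 min at room temperature.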
# B2AR arrestin – qHTS assay of beta-arrestin-biased ligands of beta2-adrenergic receptor; beta-arrestin recruitment to beta2AR, cell-based reporter; hit rate 0.02% among 330,000; Beta-2 adrenergic receptor (Homo sapiens), P07550; Potency, µM (series often up to 46.1 µM), for inactives: top-dose activation, actives largely listed as activators;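 further: potency means the concentration at half of the fitted maximal effect; 0% = DMSO controls and full agonism = EC100 isoproterenol or metaproterenol; nearly all actives have a fitted effect of over 65% in size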
# TRPV1 agonist – HTS Assay for Compounds that Act as Agonists of the Vanilloid Receptor 1; hit rate 0.19% among 320,000; activation, % at 8.33 µM; TRPV1-expressing cells, Fluo-8 calcium influx, agonist mode; in the data active means activation above about 80%; inconclusive means between about 30% and that limit; further: 0% is about no effect
#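 Cells expressing TRPV1 were dye-loaded with Fluo-8 and read kinetically: 10 s baseline, 3 min after compound (agonist portion), then 2 min after EC20 capsaicin (allosteric enhancer portion). Calcium-bound dye fluorescence at 480/520 nm.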
# Menin-MLL TR inh – qHTS Assay for Inhibitors Targeting the Menin-MLL Interaction in MLL Related Leukemias: Competition With Texas Red Labeled MLL-derived Mutant Peptide; AID 1768, 2009; hit rate 0.23% among 270,000; Potency, µM (top dose mostly 61.6 µM), for inactives: top-dose FP activity change, negative = inhibition, actives largely listed as inhibitors; Menin + Texas Red MLL mutant peptide, fluorescence polarization; active means well fitted inhibition curve with a large enough effect in the polarisation, with a control signal flat, not every such curve was filed as active; inconclusive means small, poorly fitted or top-dose-only effect, or effect the other way, or a change in a side signal; inactive means no such curve, though single readings can be large or run the other way; the % refers to the polarisation; further: potency means the concentration at half of the fitted maximal effect; % of control where 0% means no effect; many of its hits are not listed in these tables
# KCNH2 3.1 block – qHTS for Inhibitors of KCHN2 3.1: Mutant qHTS | U2OS KCNH2 3.1, thallium flux FluxOr; stronger effect = lower value | activity change, % (tested at about 1.8 µM) | hit rate 0.95% among 340,000;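 active means maximum activity change below -70%; inconclusive means maximum activity change from -70% to -50%; inactive means maximum activity change above -50%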;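 further: thallium influx rate constant from kinetic fluorescence after stimulation buffer; on the % scale 0 is the no-effect control and ±100 the full control effect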
#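 Measured as rate of thallium-driven FluxOr signal in transduced U2OS cells carrying the 3.1 channel, read kinetically for 2 min upon stimulation; values are rate constants scaled to DMSO control wells.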
# USP2a block – qHTS Assay for Inhibitors of Ubiquitin-specific Protease USP2a Using CHOP2 as the Reporter. Ubiquitin carboxyl-terminal hydrolase 2 (Homo sapiens), O75604. hit rate 0.01% among 330,000. Potency, µM (doses to about 38.3 µM), without a hit: at the top dose activity change, negative = inhibition, most hits filed as inhibitors. USP2 core, Ub-CHOP2 coupled fluorogenic reporter, 485/531. AID 463254, 2010;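 further: potency means the concentration at half of the fitted maximal effect; plate controls were DMSO wells for no effect and full inhibition by NEM control for full effect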
#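 USP2 core (10nM final) preincubated 30min RT with compound in 20mM Tris-HCl pH 8.0, 2mM CaCl2, 2mM beta-mercaptoethanol, 0.05% CHAPS; 25nM Ub-CHOP2 plus 25nM reporter substrate added, fluorescence (Ex485/Em531) read after 60min.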
# KCNH2 WT inh – qHTS for Inhibitors of KCHN2 3.1: Wildtype qHTS; U2OS, BacMam KCNH2, thallium flux FluxOr; stronger effect = lower value; Voltage-gated inwardly rectifying potassium channel KCNH2 (Homo sapiens), Q12809; activity change, % at 1.84 µM; hit rate 0.37% among 340,000; AID 720551, 2013;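 active means maximum activity change below -70%; inconclusive means maximum activity change between -70% and -50%; inactive means maximum activity change above -50%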; further: on the % scale 0 is the no-effect control and ±100 the full control effect
# Target sequence (Q12809 whole entry, looked up): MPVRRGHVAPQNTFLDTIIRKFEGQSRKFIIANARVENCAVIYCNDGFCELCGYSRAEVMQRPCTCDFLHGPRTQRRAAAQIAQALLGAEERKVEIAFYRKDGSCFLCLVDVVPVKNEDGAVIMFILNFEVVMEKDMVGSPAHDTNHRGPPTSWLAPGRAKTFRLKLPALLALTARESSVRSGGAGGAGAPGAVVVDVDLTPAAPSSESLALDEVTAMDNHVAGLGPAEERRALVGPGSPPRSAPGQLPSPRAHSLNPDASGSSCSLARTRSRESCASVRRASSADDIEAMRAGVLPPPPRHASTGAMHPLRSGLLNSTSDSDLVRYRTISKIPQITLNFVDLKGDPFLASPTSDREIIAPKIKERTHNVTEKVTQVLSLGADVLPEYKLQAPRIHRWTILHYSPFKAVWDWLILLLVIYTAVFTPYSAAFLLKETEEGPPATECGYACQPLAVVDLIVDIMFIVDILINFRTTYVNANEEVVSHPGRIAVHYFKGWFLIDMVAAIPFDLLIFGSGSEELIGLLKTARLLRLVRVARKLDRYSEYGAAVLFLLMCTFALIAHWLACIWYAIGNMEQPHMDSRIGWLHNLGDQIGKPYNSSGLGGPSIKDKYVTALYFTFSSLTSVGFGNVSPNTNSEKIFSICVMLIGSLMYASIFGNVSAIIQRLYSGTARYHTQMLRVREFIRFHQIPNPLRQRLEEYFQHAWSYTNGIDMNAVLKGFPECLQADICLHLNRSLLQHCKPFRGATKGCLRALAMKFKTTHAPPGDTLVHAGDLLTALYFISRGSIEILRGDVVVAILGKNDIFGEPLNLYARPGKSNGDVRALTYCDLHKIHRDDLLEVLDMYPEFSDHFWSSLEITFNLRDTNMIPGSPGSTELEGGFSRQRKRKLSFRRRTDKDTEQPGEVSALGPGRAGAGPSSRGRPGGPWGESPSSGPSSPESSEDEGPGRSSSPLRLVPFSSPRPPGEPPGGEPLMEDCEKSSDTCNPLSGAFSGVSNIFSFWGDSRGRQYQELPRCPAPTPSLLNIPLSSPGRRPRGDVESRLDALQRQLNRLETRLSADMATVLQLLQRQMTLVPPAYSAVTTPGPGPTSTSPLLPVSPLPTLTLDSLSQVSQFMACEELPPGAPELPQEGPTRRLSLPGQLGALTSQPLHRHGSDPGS
#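 U2OS cells transduced with wild-type KCNH2 virus are loaded with FluxOr dye for 45 min, and thallium flux is measured in kinetic reads before and after stimulation buffer. Rate constants are normalized to DMSO controls.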
# PKM2 activator – qHTS Assay for Activators of Human Muscle isoform 2 Pyruvate Kinase | purified PKM2, Kinase-Glo ATP luminescence, activation; response scale: 0% is enzyme alone, no compound | Pyruvate kinase PKM (Homo sapiens), P14618 | hit rate 0.34% among 260,000 | Potency, µM (top dose mostly 57.5 µM), without a hit: at the top dose activation, usual class: activators; further: potency means the concentration at half of the fitted maximal effect; on the % scale 0 is the no-effect control and ±100 the full control effect; nearly all actives have a fitted effect of over 55% in size
#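 Purified hPK-M2 (>95% pure) converted ADP (0.1 mM final) to ATP with 0.5 mM PEP in 50 mM imidazole pH7.2, KCl, MgCl2, Tween 20, BSA; 1 h at room temperature. ATP detected by Kinase-Glo luminescence.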
# MLL CXXC-DNA inh – qHTS Fluorescence Polarization Assay for Inhibitors of MLL CXXC domain - DNA interaction. AID 2662, 2010. Potency, µM (highest dose often 115 µM), inactives show at the highest dose activity change, negative = inhibition, most hits filed as inhibitors. hit rate 0.037% among 290,000. MLL-CXXC / FITC-HOXA9 DNA fluorescence polarization. Histone-lysine N-methyltransferase 2A (Homo sapiens), Q03164; active means well fitted inhibition curve with a large enough effect in the polarisation, with a control signal flat, not every such curve was filed as active; inconclusive means small, poorly fitted or top-dose-only effect, or effect the other way, or a change in a side signal; inactive means no such curve, though single readings can be large or run the other way; the % refers to the polarisation; further: potency means the concentration at half of the fitted maximal effect
#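 Steps: dispense CXXC domain solution (7 uM) → pin compounds or unlabeled HOX-A9 DNA control → 5 min ambient → add FLSN-HOX-A9 solution (50 nM) → spin → 30 min ambient → fluorescence polarization. Tris pH 7.5/NaCl/DTT/BSA buffer.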
# * marks the source's active call; other numbers are inactive results; ? = inconclusive; . = not tested or not shown; & = joins results of further samples; [ ] = another dose, or the depositor's remark. Unless noted, the call rests on the fitted dose curve; in most records, active means well fitted curve in the direction sought with a large enough effect; inconclusive means small, poorly fitted or top-dose-only effect, or another doubt; inactive means no such curve, though single readings can be large; an effect the other way counts as inactive or inconclusive.
SMILES,GALK inhibitor,FBPA coupling cs,Giardia kill,B2AR arrestin,TRPV1 agonist,Menin-MLL TR inh,KCNH2 3.1 block,USP2a block,KCNH2 WT inh,PKM2 activator,MLL CXXC-DNA inh
COc1cc(CN2CCCC(C(=O)c3ccccc3SC)C2)cc(OC)c1 (stereo not given),3.3%,-0.2,2.4,-0.2%,0.7,-0.9%,10.8,0.0%,18.8,2.9%,-6.5%
Cc1ccc(/C=N/NC(=O)Cn2nc(C)c([N+](=O)[O-])c2C)o1,-1.9%,-0.1,-2.3,-0.9%,0.7,.,-7.6,0.7%,-3.3,23.0%,2.9%
Cc1ccc(CN2CC(C(=O)N3CCN(S(=O)(=O)c4ccc(C(C)C)cc4)CC3)CC2=O)cc1 (stereo not given),.,.,-7.0,-0.5%,-0.6,.,-78.9*,1.8%,2.5,.,.
COC(=O)Cc1ccc(NC(=S)NCc2ccc(OC)cc2)cc1,4.9%,1.1,-19.3,0.1%,5.4,-3.0%,2.6,1.1%,-14.8,5.0%,2.7%
CCc1ccc(OCc2nc(-c3ccccn3)no2)c(Br)c1,0.9%,2.3,4.4,-0.9%,-2.6,8.6%,12.0,-1.3%,-5.4,1.4%,7.7%
CC(=O)N(/N=C1\Sc2ccccc2C1=O)c1ccc(C)cc1C,-0.7%,1.2,-20.5,-1.0%,-1.9,-16.8%,.,3.2%,3.7,-4.5%,-3.4%
CC1=CC(C)(C)N(C(=O)c2ccccc2)c2ccccc21,1.5%,1.5,-3.1,0.4%,8.1,-6.8%,-13.0,?,22.8,0.6%,4.6%
CCOC(=O)c1ccc2c(c1)NCc1cccc(OC)c1O2,-0.6%,-2.0,-12.1,-0.6%,27.8,30.5%[activator],-0.8,-2.5%,-0.3,1.3%,18.0%
COC(=O)CSc1nc2ccc(C)cc2cc1C#N,1.0%,-3.0,-2.5,-0.2%,28.1,-24.7%,-20.7,3.7%,-0.3,-5.2%,14.2%
O=C(CSc1ccccn1)c1ccc(F)cc1,2.0%,3.3,-3.1,0.0%,2.0,-0.7%,-7.4,2.2%,-8.3,-23.0%,-8.3%
CN(C)N1C(N)=C(C#N)C(c2ccc(F)cc2)C2=C1CC(C)(C)CC2=O (stereo not given),0.6%,1.1,19.0,0.5%,5.3,4.0%,-4.7,0.8%,-4.0,.,26.7%
CN(C)Cc1nc2ccccc2c(=O)n1Cc1nc(-c2cc3ccccc3o2)cs1,-1.0%,0.3,6.1,0.3%,0.9,5.1%,6.5,-1.8%,12.6,-2.3%,-0.7%
Cn1c(=O)c2c(ncn2CC(=O)Nc2ccc(N3CCOCC3)cc2)n(C)c1=O,-2.6%,-2.5,-1.3,.,-1.3,28.2%,3.1,.,-0.2,1.1%,-2.6%
O=C(CCS(=O)(=O)c1ccccc1)Nc1nc(-c2cccs2)cs1,.,0.9,24.7,-3.8%,5.0,?,14.1,3.6%,-4.6,0.4%,-4.2%
O=C(NCCc1ccc2c(c1)OCCO2)c1cccc(S(=O)(=O)N2CCCC2)c1,.,.,-6.2,0.2%,?,.,28.5,3.7%,-16.5,.,.
O=C(c1ccccc1[N+](=O)[O-])N1CCN(c2ccc(N3CCOCC3)nn2)CC1,.,.,-10.9,-3.8%,-0.5,.,5.2,1.9%,4.5,.,.
CN1C[C@@H]2C(c3ccccc3)C3(c4ccccc4)CC2(C3)[C@H]1c1ccccc1 (stereo not given in full),-2.1%,1.0&-2.0,-10.9,-0.4%,15.6,-1.9%,-43.1,-5.1%,5.9,-17.4%&-2.8%,6.6%
Cc1ccc(S(=O)(=O)NCCC(=O)Nc2cc(S(=O)(=O)N(C)C)ccc2C)cc1C,0.1%,-3.7,-13.6,0.1%,-3.2,-4.4%,9.1,9.5%,2.2,.,5.5%
Cc1cccc(S(=O)(=O)Nc2cccc3c2C(=O)c2ccccc2-3)c1,0.0%,0.4,6.8,-0.1%,10.2,?,3.3,17.0%,-2.1,10.7%,55.3%[activator]
COc1ccc(-c2sc3ccccc3c2/C=C/c2ccc(OC)c(OC)c2)cc1,.,.,-2.5,-0.1%,.,.,-13.5,-0.6%,8.4,.,.
Cc1cc(=O)[nH]c(Nc2ccc(N(C)C)cc2)n1,5.5%,-0.5,8.7,-0.4%,2.4,8.2%,-4.0,-1.9%,11.6,-8.8%[11.5 µM],3.2%
CCc1nnc(NC(=O)CSc2nc(C)cc(C)c2C#N)s1,3.5%,1.7,?,-0.3%,-3.7,-29.6%,12.3,0.3%,1.1,15.9%,2.7%
Cc1c(N2C(=O)/C(=C3/C(=O)N(C)c4ccccc43)SC2=S)c(=O)n(-c2ccccc2)n1C,-1.7%,-8.4,-11.5,-0.1%,3.8,7.4%,10.9,0.9%,24.8,-7.6%,-4.7%
COc1ccc(C(=O)Nc2ccccc2C(=O)N/N=C/c2ccccc2OC)cc1,8.3%,.,-1.1,0.2%,-2.0,-26.1%,7.4,-1.2%,12.0,-8.9%,18.6%
COC(=O)COc1ccc2cc(-c3ccccc3)c(=O)oc2c1,-1.0%,-4.3,7.2,-0.1%,9.3,2.0%,-3.9,2.7%,12.4,.,3.6%
CCN(c1ccccc1)S(=O)(=O)c1cc(NC(=O)COC(=O)C2CC2)ccc1Cl,-1.5%,-1.6,-6.0,-0.1%,20.2,13.4%,-7.2,-1.5%,5.5,3.6%,8.0%
CCN(CC)c1cccc(OC(=O)c2cccnc2Cl)c1,8.0%,2.8,20.1,0.2%,?,-5.7%,-15.7,-0.4%,10.3,-1.7%,32.8%[activator]
Cn1c(SCC(=O)Nc2ccc(NC(=O)c3cccc(F)c3)cc2)nnc1-c1ccncc1,1.3%,1.7,-14.0,-0.4%,-1.0,28.3%,11.0,2.5%,2.4,.,23.8%
Cc1ccnc(NC(=O)C2CCN(S(=O)(=O)c3ccc4c(c3)CC(C)N4C(=O)C3CCC3)CC2)c1 (stereo not given),0.3%,2.7,4.4,-0.1%,1.7,31.7%[activator],-14.7,1.3%,3.9,.,2.5%
CCN1C(=O)[C@H]2[C@@H](c3ccc(C)cc3)N3C(=O)N(c4cccc(Cl)c4)C(=O)[C@@]3(CC(C)C)[C@H]2C1=O,.,.,21.9,-0.3%,15.3,.,2.1,-1.1%,1.1,.,.
CCCCC1S/C(=N/N=C/c2ccc(OC)cc2)N(Cc2ccc(OC)cc2)C1=O (stereo not given),-2.9%,.,-10.6,-2.9%,6.3,-25.6%,-0.6,1.2%,-5.7,-10.4%,1.6%
C=CCn1c(SCn2nnc3ccccc3c2=O)nc2scc(-c3cccs3)c2c1=O,1.7%,-1.3,19.7,-0.3%,-2.6,?,-5.6,-1.7%,8.2,6.0%,-4.6%
CN1CCN(CCOc2cccc(Cl)c2)CC1,-2.1%,1.8,4.0,-0.2%,-0.2,22.1%,6.6,0.6%,21.3,4.0%,-3.2%
Cn1ncc(Cl)c1C(=O)Nc1ccncc1,0.3%,0.7,-7.7,-1.0%,-0.2,0.0%,2.4,-0.1%,-3.2,-2.6%,3.3%
CCOCCCNC(=O)c1ccc(OC2CCN(C(C)=O)CC2)c(OC)c1,-1.8%,2.6,-1.4,0.4%,3.4,0.0%,-7.5,-5.2%,-0.2,-0.7%,-8.3%
COc1ccc(OCCSc2nnc(-c3ccc(OC)cc3)n2N)cc1,3.5%,3.0,-4.9,-0.2%,-5.4,-6.7%,-10.7,1.7%,4.2,9.1%,6.7%
CC(C)(C)OC(=O)N1CCC[C@H]1c1nnc(SCc2ccccc2F)o1,-1.3%,-1.3,-20.5,-0.2%,15.7,-7.4%,12.1,-2.0%,3.6,-5.8%,2.7%

# This is a subset, so the mix of outcomes need not match the whole.
